KDM5B inh – inhibitors of human KDM5B histone demethylase; 220,000 compounds, 2.6% hits; Potency, µM (series often up to 57.7 µM), for the others: top-dose activity change, negative = inhibition, actives largely listed as inhibitors; Q9UGL1; KDM5B demethylase, FDH-coupled NADH fluorescence (FDH is formaldehyde dehydrogenase); active = well fitted inhibition curve with a large enough effect; inconclusive = small, poorly fitted or top-dose-only effect; inactive = no such curve, though single readings can be large or run the other way; note: 0% is about no effect; nearly all actives have a fitted effect of over 70% in size
Target sequence (Q9UGL1 whole entry, looked up): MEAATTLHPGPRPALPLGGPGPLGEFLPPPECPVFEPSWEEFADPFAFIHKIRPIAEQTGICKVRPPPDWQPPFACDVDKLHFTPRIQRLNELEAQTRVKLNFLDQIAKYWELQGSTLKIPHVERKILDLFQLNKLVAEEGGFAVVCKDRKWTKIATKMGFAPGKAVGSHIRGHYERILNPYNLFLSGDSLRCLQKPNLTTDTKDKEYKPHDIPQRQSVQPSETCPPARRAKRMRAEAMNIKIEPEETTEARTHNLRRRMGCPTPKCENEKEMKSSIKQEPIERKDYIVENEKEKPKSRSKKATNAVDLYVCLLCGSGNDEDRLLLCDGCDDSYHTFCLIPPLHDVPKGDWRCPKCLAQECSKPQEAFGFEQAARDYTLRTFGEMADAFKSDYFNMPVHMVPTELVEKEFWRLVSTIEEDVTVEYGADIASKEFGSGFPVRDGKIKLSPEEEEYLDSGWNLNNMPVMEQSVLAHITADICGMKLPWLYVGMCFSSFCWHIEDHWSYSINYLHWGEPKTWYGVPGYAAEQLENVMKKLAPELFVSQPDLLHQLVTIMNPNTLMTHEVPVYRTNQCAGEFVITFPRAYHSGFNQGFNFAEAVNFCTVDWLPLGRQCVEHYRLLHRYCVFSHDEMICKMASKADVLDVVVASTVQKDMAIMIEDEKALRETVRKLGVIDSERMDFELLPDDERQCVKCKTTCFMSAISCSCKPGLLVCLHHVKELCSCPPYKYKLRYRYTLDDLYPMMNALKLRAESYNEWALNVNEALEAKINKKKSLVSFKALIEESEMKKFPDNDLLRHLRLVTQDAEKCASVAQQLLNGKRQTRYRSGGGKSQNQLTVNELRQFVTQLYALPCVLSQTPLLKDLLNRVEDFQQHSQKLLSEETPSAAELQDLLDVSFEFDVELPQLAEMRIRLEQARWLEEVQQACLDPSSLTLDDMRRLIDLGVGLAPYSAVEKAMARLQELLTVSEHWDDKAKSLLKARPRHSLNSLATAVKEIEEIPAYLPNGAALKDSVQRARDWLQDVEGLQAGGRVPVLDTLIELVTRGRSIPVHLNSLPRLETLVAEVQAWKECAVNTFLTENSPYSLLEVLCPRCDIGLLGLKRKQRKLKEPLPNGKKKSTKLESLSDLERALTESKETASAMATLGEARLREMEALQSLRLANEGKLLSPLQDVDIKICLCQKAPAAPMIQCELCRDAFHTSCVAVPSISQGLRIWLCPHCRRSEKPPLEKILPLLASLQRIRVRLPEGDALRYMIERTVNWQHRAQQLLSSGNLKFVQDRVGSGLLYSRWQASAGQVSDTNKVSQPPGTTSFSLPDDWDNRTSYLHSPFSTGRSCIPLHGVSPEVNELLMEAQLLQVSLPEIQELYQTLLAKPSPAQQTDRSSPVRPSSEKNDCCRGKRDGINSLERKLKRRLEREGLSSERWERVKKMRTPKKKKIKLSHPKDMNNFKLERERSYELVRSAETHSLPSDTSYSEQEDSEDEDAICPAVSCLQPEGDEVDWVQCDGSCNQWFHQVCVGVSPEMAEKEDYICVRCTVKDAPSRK
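qHTS format, multiple compound concentrations. Buffer 50 mM HEPES pH 7.5/0.01% Tween-20; 200 nM KDM5BΔAP final; 10 min compound preincubation; substrate-mix levels 12.5 µM peptide, 25 µM α-KG, 0.25 mM NAD⁺; 30 min RT; ΔRFU.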
* = called active by the depositor; ? = inconclusive; [ ] = remark or other dose. Potency is the fitted concentration of half-maximal effect.

KDM5B inh	mol
-3.8%	CCCCOc1ccc(CNC(=O)c2cnc3sc(N4CCCCCC4)nn3c2=O)cc1
-12.2%	CCn1ccnc1CN1CCc2[nH]cnc2C1c1ccc(OC)c(F)c1F (stereo not drawn)
14.8%	O=C(c1ccco1)N1CCN(C(=O)C2CCN(C(=O)c3cccs3)CC2)CC1
?	COc1cc(OC)c(CC2C(=O)Nc3ccc(Br)cc32)c(OC)c1 (stereo not drawn)
15.1%	Cc1cc(C)cc(NC(=O)Cn2c(C(F)(F)F)nc3ccccc32)c1
15.3%	c1coc(CNCCCN2CCCCC2)c1
17.8%	COc1ccc(C(=O)N2CC(c3nc(CCOCC4CC4)no3)C2)c(OC)n1
8.5%	O=C1NCCCCCN(C(=O)Nc2ccccc2F)[C@H]2CCC[C@@H]12
7.8%	COc1ccc(NC(=O)C(C)Sc2ccccc2C(=O)NCC(=O)C(C)(C)C)cc1OC (stereo not drawn)
?	COc1cccc(N2CC3(COCC2=O)CN(c2ccc(C(F)(F)F)cn2)C3)n1
9.8%	O=C(NCC(c1ccco1)S(=O)(=O)c1cccs1)c1ccc2c(c1)OCO2 (stereo not drawn)
-0.1%[86.2 µM]	O=[S+]([O-])(c1ccccc1)N1CC2(COCCN(Cc3ccsc3)C2)C1
8.8%	Cc1nn(CC(=O)N2CCN(c3ccccc3F)CC2)c(=O)c2nc(C(C)C)sc12
?	Cc1ccc(-c2c(C(=O)N3CCN(c4cccc(C)c4)C(C)C3)oc(=O)c3ccccc23)cc1 (stereo not drawn)
?	CN(CC1CCN(CCc2ccc(Cl)cc2)CC1)C(=O)c1ccccc1C#N
-3.0%	CC(C)(C)C(=O)/C=c1/[nH]c(=O)/c(=C/c2ccc(OC(F)F)cc2)s1
?	Cc1cccc(C(=O)N2CCc3cc(CNC(=O)COc4ccc(Cl)cc4)ccc32)c1
?	COc1ccc(C)cc1NC(=O)NC(C)c1c(-n2cccc2)sc(C)c1C (stereo not drawn)
9.6%	O=c1c2ccc(Cl)cc2ncn1Cc1ncc(-c2ccc(Cl)cc2)o1
?	COC(=O)c1ccc(CSc2nc3c([nH]c4ccccc43)c(=O)n2-c2cccc(OC)c2)o1
8.7%	COc1cc(C2C3=C(CC(C)(C)CC3=O)OC3=C2C(=O)CC(C)(C)C3)ccc1OS(=O)(=O)c1ccc(C)cc1
-23.2%	Cc1cccc(C(=O)OCc2ccc(-c3ccccc3)cc2)n1
-7.4%	O=C(Nc1ccccc1)NC1CCN(C(=O)N2CC3CC(C2)[C@H]2CCCC(=O)N2C3)CC1 (stereo partly drawn)
5.9%	NC(=O)Cn1c(=O)n(CCCCCC(=O)NCc2ccccc2)c(=O)c2sccc21
-9.1%	Cc1[nH]cnc1C(=O)N1CCOc2c(O)cc(-c3csc4ccccc34)cc2C1
0.8%	COC(=O)c1sccc1S(=O)(=O)N(CC(=O)NCc1ccc(C)cc1)c1ccc(C)c(C)c1
-23.0%	Nc1c(N(Cc2ccco2)C(=O)Cc2c(F)cccc2Cl)c(=O)[nH]c(=O)n1Cc1ccccc1
2.1%	CCC(C)n1nnc2cc(S(=O)(=O)N3CCC(C(=O)Nc4ccccc4OC)CC3)ccc21 (stereo not drawn)
-21.6%	Cn1cccc1CNC(=O)C1c2ccccc2C(=O)N(Cc2ccccc2)C12CCCC2 (stereo not drawn)
-24.9%	CC(C)CCN1C(=O)CC[C@]2(C(=O)N3CCC(N4CCCCC4)CC3)CCCC[C@@H]12

Given field by field: part of the list above
mol: O=[S+]([O-])(c1ccccc1)N1CC2(COCCN(Cc3ccsc3)C2)C1
  KDM5B inh: -0.1%[86.2 µM]
mol: Cc1nn(CC(=O)N2CCN(c3ccccc3F)CC2)c(=O)c2nc(C(C)C)sc12
  KDM5B inh: 8.8%
mol: Cc1ccc(-c2c(C(=O)N3CCN(c4cccc(C)c4)C(C)C3)oc(=O)c3ccccc23)cc1 (stereo not drawn)
  KDM5B inh: ?
mol: CN(CC1CCN(CCc2ccc(Cl)cc2)CC1)C(=O)c1ccccc1C#N
  KDM5B inh: ?

Looked up above.
`Cn1cccc1CNC(=O)C1c2ccccc2C(=O)N(Cc2ccccc2)C12CCCC2` (stereo not drawn) in KDM5B inh is entered as -21.6%
`COc1cc(C2C3=C(CC(C)(C)CC3=O)OC3=C2C(=O)CC(C)(C)C3)ccc1OS(=O)(=O)c1ccc(C)cc1` in KDM5B inh is entered as 8.7%
`O=c1c2ccc(Cl)cc2ncn1Cc1ncc(-c2ccc(Cl)cc2)o1` in KDM5B inh is entered as 9.6%
`Cc1cccc(C(=O)OCc2ccc(-c3ccccc3)cc2)n1` in KDM5B inh is entered as -23.2%

Additional records:
KDM5B inh	mol
16.1%	Cc1sc(/N=C/c2ccccc2Cl)c(C#N)c1C
19.5%	COc1ccc(OC)c(NC(=O)COc2cc(C)cc(C)c2C)c1
-12.3%	CCN(CC)CCCNC(=O)c1sc2nc3n(c(=O)c2c1C)CCCCC3
-2.0%	CCN1C(=O)C(O)(c2c(C)[nH]c3ccccc23)c2ccccc21 (stereo not drawn)
1.8%	CS(=O)(=O)N1CCc2cc(C(=O)Nc3cccc(-c4nnc5n4CCCCC5)c3)ccc21
-13.8%	COc1ccc(-c2cc(N3CCCN(C(=O)c4ccc(C)nc4)CC3)n[nH]2)cc1
17.5%	CCOc1cccc(CN2CCC3(CC2)CC(CC(=O)N2CCCC2)CCO3)c1 (stereo not drawn)
-4.3%	NCc1n[nH]c(=O)n1-c1ccc2c(c1)OCO2
1.4%	COc1ccc(OC)c2sc(N3CCN(C(=O)C4COc5ccccc5O4)CC3)nc12 (stereo not drawn)
-15.3%[86.2 µM]	CN1c2cccnc2CN(C2CCC(CO)CC2)CC[C@H]1CO (stereo partly drawn)
?	CCOc1ccc(N(CC)S(=O)(=O)N2CCCC(C(=O)Nc3ccc(OC)c(OC)c3)C2)cc1 (stereo not drawn)
-12.7%	Cc1cn2c(=O)cc(COc3cccc(NC(=O)c4cccc(F)c4)c3)nc2s1
-12.7%	Cc1cc2oc(C(=O)N(Cc3ccccc3F)C3CCS(=O)(=O)C3)c(C)c2cc1Cl (stereo not drawn)
7.6%	CS(=O)(=O)N1CCCC(C(=O)NC2CCCC2)CCNC(=O)CC1 (stereo not drawn)
-9.6%	CCOC(=O)N1CCC(n2ccnc2-c2cc3n(n2)CCNC3)CC1
-5.3%	CCOC(=O)c1c(C)[nH]c(C)c1S(=O)(=O)N1CCC(C(=O)Nc2ccc(OC)c(OC)c2)CC1
-6.8%	CC1=C(C(=O)Nc2ccc(Cl)cc2)C(c2cccs2)n2nc(SCc3cccc(C)c3)nc2N1 (stereo not drawn)
15.9%	O=C(NCc1cccs1)c1cc(-c2cccnc2)nc2ccc(Cl)cc12
-7.5%	CC(=O)Nc1ccc(NC(=O)Cn2c(C)cc3ccccc32)cc1
-6.7%	COc1ccc(OCc2nc(C3CN(C(=O)c4ccc5nc[nH]c5c4)C3)no2)cc1
-23.6%[86.2 µM]	CN1CCC(O)(c2csc(CN3CC[C@@H](O)C3)n2)CC1
-8.9%	CO[C@H]1C(=O)N(C2CCN(C(=O)Cc3c[nH]c4ccccc34)CC2)[C@H]1c1ccncc1
?	COCCCNc1nc2ccccc2nc1NS(=O)(=O)c1cc(Cl)ccc1Cl
-15.9%	COCCn1c(=O)c2c(n1Cc1ccccc1)CN(C(=O)c1ccc(Oc3ccccc3)cc1)CC2
?	O=C(Nc1ccc2oc(-c3ccncc3)nc2c1)c1ccco1
-7.5%	CCN(CC)C(=O)C(NC(=O)c1ccc(OC)cc1)C1CCN(C(C)=O)CC1 (stereo not drawn)
15.0%	Cc1ccc(S(=O)(=O)c2c(C)c(C)n(C3CCCC3)c2NC(=O)C2CCCO2)cc1 (stereo not drawn)
16.9%	COC(=O)C1CN(Cc2cn(Cc3ccc(F)cc3)nn2)CCS(=O)(=O)N1Cc1ccc(F)cc1 (stereo not drawn)
6.6%	O=C(Nc1cccc(-c2nnc3n2CCCC3)c1)c1cc(F)cc(F)c1
1.7%	Cc1ccccc1C(=O)Nc1nc(-c2ccc(Br)cc2)ns1
?	CCOC(=O)c1cc(OC(=O)c2ccccc2F)n(-c2ccccc2)n1
4.8%	Cc1cccc(OCC(=O)N/N=C/c2cccn2C)c1
-9.0%	CN1CCN(C(=O)C2CCN(c3nc(Cl)nc4nc[nH]c34)CC2)CC1
11.0%	O=C(Nc1ccc([C@H]2OCC(=O)N(Cc3ccc(F)cc3)[C@@H]2CO)cc1)c1cccc(F)c1
-19.1%	Cc1ccc(C)c(-c2cc3c(=O)n(CCNC(=O)c4ccccc4F)ccn3n2)c1
39.8µM*	COc1ccc(-c2nccc3c(=O)cc(N(C)C)oc23)cn1
-3.6%	Cc1cc(C[C@@H]2COC[C@@H]2NC(=O)c2ccc(S(N)(=O)=O)cc2)on1
9.6%	Cc1nc(C)c(C(=O)N2CCOCC2CC(=O)NCc2cccnc2)s1 (stereo not drawn)
-21.0%	Cn1c(CCNC(=O)Cn2nc3c(cc2=O)CCCCC3)nc2ccccc21
14.7%	O=C(C1CC1)N1CCCCCC1c1nnc(-c2ccccc2)o1 (stereo not drawn)
?	CCc1ccc(C(=O)c2cnc3ccc(C)cc3c2S(=O)(=O)c2ccc(OC)cc2)cc1
?	CCOCCc1nn2c(=O)cc(COC(=O)c3ccccc3NC(=O)c3ccc(C)cc3)nc2s1
-16.3%	CCCCN(C(=O)CCCc1nc2ccccc2c(=O)[nH]1)c1c(N)n(CC(C)C)c(=O)[nH]c1=O
3.5%	COc1ccc(NC(=O)c2cc(OC)c(OC)c(OC)c2)cc1NS(C)(=O)=O
29.6%	CCc1nnsc1C(=O)N1CCCC(c2nccn2Cc2cccnc2)C1 (stereo not drawn)
?	CC(C)NC(=O)NC(=O)COc1ccc2ccc(=O)oc2c1
-11.9%	CCc1cc(=O)n(CC(=O)Nc2ccccc2C)c(-n2nc(C)cc2C)n1
?	Cc1n[nH]c(C)c1CNC(=O)CCC[C@H]1NC[C@@H]2C[C@H]1CN(Cc1ccccc1)C2
-47.2%	Cc1cccc(NC(=O)Cn2nnc(C(=O)Nc3ccc(F)c(Cl)c3)c2N)c1
-12.5%	O=C(CSc1nc2ccc(NC(=O)c3ccc(Br)cc3)cc2s1)NC1CCCCC1
-15.0%	O=C(c1ccc(CSc2nc3ccncc3n2Cc2ccc(F)cc2)cc1)N1CCCCCC1
?	Cc1nn(C)c2c1c(C(F)(F)F)cc(=O)n2CC(=O)NCCC(C)C
?	Cc1ccc2c(c1)C(C[C@H]1CN(C(=O)CC(C)(C)C)CC[C@H]1CC(=O)O)=NCC2
-26.1%	O=[S+]1([O-])NC2(CCN(Cc3ccc(C(F)(F)F)cc3)C2)CNc2ccccc21 (stereo not drawn)
-14.5%	COC(=O)c1ccccc1NC(=O)CNc1cc(Cl)ccc1N1CCOCC1
-12.3%	CC(C)CC1=NS(=O)(=O)c2cc(NC(=O)C3CC3)ccc2N1c1ccccc1
-13.2%	COc1ccc(-c2nc3cc(C(C)C)ccc3o2)cc1NC(=O)c1ccccc1[N+](=O)[O-]
?	CCOc1ccc(CCNC(=O)c2oc(=O)c3ccccc3c2-c2ccc(C)cc2)cc1OCC
10.3%	COC(=O)[C@H](CC1CCCCC1)NC(=O)[C@@H]1CN(C(=O)c2cccnc2)CCN1S(C)(=O)=O
23.9%	Cc1ccc(NC(=O)C(SC2CCCC2)c2ccccc2)cc1 (stereo not drawn)

The list continues:
KDM5B inh	mol
-17.1%	O=C(NCc1ccccc1F)c1ccc2c(c1)CNCCO2
-1.3%	O=C(NC(=S)NNC(=O)[C@H]1C[C@@H]1c1ccccc1)c1cccc(F)c1
2.6%	COc1ccc(-n2nc(C(=O)N3CCN(c4ccccc4OC)CC3)c3c4ccccc4n(C)c3c2=O)cc1Cl
?	O=C(CCNC(=O)c1ccoc1)Nc1ccc(N2CCCC2)nc1
-12.7%	CN1C[C@H](O)C[C@H]1c1nnc2n1CCN(C(=O)Cc1cccc(F)c1)CC2
?	CCCOc1cccc(C(=O)Nc2cccc(NC(=O)c3ccc(C(C)(C)C)cc3)c2)c1
16.5%	CC(C)c1nnc(C2CN(C(=O)c3ccc(F)c(F)c3)CC23CCOCC3)o1 (stereo not drawn)
15.4%	CC(C)(C)C(=O)NCCCC(=O)NC1CCCCC1
-6.4%	CSc1cccc(NC(=O)N[C@H]2C[C@@H](C(=O)N[C@H](Cc3c[nH]c4ccccc34)C(N)=O)N(C(=O)C=C(C)C)C2)c1
-11.4%	O=C(NCC1COc2ccccc2O1)c1ccco1 (stereo not drawn)
1.2%	Cc1cnc(C(=O)N2CCC3(CC2)CC(N(Cc2ccc(F)cc2)C2CC2)CCO3)cn1 (stereo not drawn)
-5.0%	COc1ccc(Cl)cc1NC(=O)N1CC(C)Oc2ccc(C)cc21 (stereo not drawn)
-16.4%	Cc1ccc(CN2C(=O)NC3(CCCN(C(=O)c4cc(Cl)ccc4F)C3)C2=O)cc1 (stereo not drawn)
15.2%	C/C(=N\NC(=O)C1CC1c1ccccc1)c1ccc(C)c(C)c1 (stereo not drawn)
33.3%	COCCc1nc(-c2cnc(C3CC3)nc2)n(-c2ccc(F)cc2F)n1
?	Cc1ccc(-n2ncc(C(=O)NCCN3CCc4ccccc4C3)c2C2CCN(C(=O)OC(C)(C)C)CC2)cc1C
-13.3%	COc1ccc(S(=O)(=O)N2[C@@H]3CC[C@H]2CC(NC(=O)c2ccc(F)cc2)C3)cc1OC (stereo partly drawn)
-1.2%	Cc1ccc(C2=NC3(CCN(C(=O)c4ccc[nH]4)CC3)ON2)cc1
18.9%[86.2 µM]	O=C(c1cccnc1)N1CC[C@H]2COC(=O)N2c2cc(F)ccc2C1

Exported field by field: part of the list above
SMILES: Cc1ccc(C2=NC3(CCN(C(=O)c4ccc[nH]4)CC3)ON2)cc1
  KDM5B inh: -1.2%

SMILES: O=C(c1cccnc1)N1CC[C@H]2COC(=O)N2c2cc(F)ccc2C1
  KDM5B inh: 18.9%[86.2 µM]

Assay outcomes as filed in PubChem BioAssay.

This is a subset (hit frequency here may not be typical).
